M. tuberculosis HTS = M. tuberculosis growth inhibition, HTS (AID 449762). M. tuberculosis H37Rv growth inhibition, 7H9 media; higher % means a stronger effect. one-dose inhibition, % at 25 µM; IC50 in µM for titrated hits. 330,000 compounds, 0.59% hits; in the data active = a potency from the dose series; inconclusive = inhibition above about 70% without an active follow-up result;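 also: bacterial growth assessed after seven days of incubation; strong numbers were not always called active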
PhoP GFP inhibition = PhoP regulon inhibitors, Salmonella typhi PhoP promoter GFP reporter, confirmatory (AID 1850). one-dose inhibition, % at 50 µM; IC50 in µM for titrated hits. Salmonella Typhi PhoP-promoter GFP reporter, fluorescence, 4 h; higher % means a stronger effect. 310,000 compounds, 0.33% hits; in the data active = a potency from the dose series; inconclusive = inhibition mostly from about 25% at the one dose, without a potency; inactive = the rest, 99 in 100 with inhibition below about 19%;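 also: 0% = induced wells with vehicle and 100% = uninduced wells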
influenza NS1A = H1N1 influenza NS1A inhibitors, functional cell based assay (AID 504329); inhibition, % at 12.5 µM; hits with a dose series show IC50 in µM; NS1A functional cell-based assay, percent inhibition; higher % means a stronger effect; 340,000 compounds, 0.3% hits; in the data active = a potency from the dose series; inconclusive = inhibition above about 27% without an active follow-up result; also: strong numbers were not always called active
VEEV TC-83 Vero = inhibitors of VEEV TC-83 cytopathic effect, confirmation, Vero cells (AID 588727); Vero cells, VEEV TC-83 cytopathic effect inhibition; higher % means a stronger effect; one-dose inhibition, % at 20 µM; IC50 in µM for titrated hits; 350,000 compounds, 0.13% hits; in the data active = a potency from the dose series; inconclusive = inhibition mostly from about 14% at the one dose, without a potency; inactive = the rest, 99 in 100 with inhibition below about 12%; also: strong numbers were not always called active
M. tuberculosis = growth inhibition of non-replicating M. tuberculosis (AID 488890) | Mycobacterium tuberculosis non-replicating, growth inhibition; higher % means a stronger effect | inhibition, % at 25 µM, or IC50 in µM where a hit was titrated | 320,000 compounds, 0.39% hits; in the data active = a potency from the dose series; inconclusive = inhibition mostly from about 82% at the one dose, without a potency; inactive = the rest, 99 in 100 with inhibition below about 76%;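 also: plate controls were DMSO cells for no effect and high antibiotic wells for full effect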
VEEV TC-83 Vero 10K pilot screen = further read-out of VEEV TC-83 Vero, marked with its call; inhibition, %; measured here: 10K pilot screen inhibition
Starred values were filed as active, the others as inactive; i = inactive; ? = inconclusive; / = not tested or not shown.

SMILES	M. tuberculosis HTS	PhoP GFP inhibition	influenza NS1A	VEEV TC-83 Vero	M. tuberculosis	others
CCOc1ccc(NC(=O)CN(C)C(=O)C2CCN(C(=O)c3ccc(Cl)cc3)CC2)cc1OCC	-11.2%	/	-5.8%	0.9%	0.2%
Cc1ccnc(NC(=O)c2ccc(NC(=O)CC3SC(N4CCCC4)=NC3=O)cc2)c1 (stereo not drawn)	1.2%	4.1%	1.0%	8.6%	-19.1%
COc1ccc(OCCOC(=O)CNC(=O)c2cccc(C)c2)cc1	-0.8%	1.5%	-3.9%	0.2%	12.9%
O=C(C1CCCCC1)N1CCC(CO)(Cc2ccccc2Cl)CC1	7.9%	-1.4%	1.4%	i	12.4%
O=C(COC(=O)/C=C/C(=O)N1CCN(c2ccccc2)CC1)NCc1ccc(F)cc1	0.2%	6.6%	2.9%	0.2%	-12.4%
CCOC(=O)Cn1nc(NC(=O)c2ccc3c(c2)OCO3)cc1C	0.7%	-8.7%	-1.1%	2.2%	0.7%
CCC(C)Sc1nnc(CNC(=O)C23CC4CC(CC(C4)C2)C3)n1C1CCCCC1 (stereo not drawn)	5.5%	3.3%	3.4%	i	7.2%
Cc1cc(C(=O)c2ccccc2)nc2ccccc12	-9.7%	6.6%	3.2%	2.3%	-4.9%
Cc1ccnc(Nc2nc(-c3ccccc3)cs2)c1	1.5%	-6.7%	-5.9%	6.1%	47.8%
CC(=O)Nc1cc(NC(C)=O)cc(C(=O)OCC(=O)c2ccc3c(c2)NC(=O)CO3)c1	-1.9%	-5.6%	-5.9%	0.3%	-9.3%
OCC[C@H]1C[C@@H](O)[C@H](O)[C@@]2(CCCO2)O1	-2.1%	-8.1%	-24.0%	3.1%	-7.7%
O=C(C1CCCN(Cc2ccccc2F)C1)N1CCCC1 (stereo not drawn)	7.6%	4.4%	0.5%	0.5%	2.2%

Grouped by structure, the entries above with fluorine
SMILES	M. tuberculosis HTS	PhoP GFP inhibition	influenza NS1A	VEEV TC-83 Vero	M. tuberculosis	others
O=C(COC(=O)/C=C/C(=O)N1CCN(c2ccccc2)CC1)NCc1ccc(F)cc1	0.2%	6.6%	2.9%	0.2%	-12.4%
O=C(C1CCCN(Cc2ccccc2F)C1)N1CCCC1 (stereo not drawn)	7.6%	4.4%	0.5%	0.5%	2.2%

Next section:
SMILES	M. tuberculosis HTS	PhoP GFP inhibition	influenza NS1A	VEEV TC-83 Vero	M. tuberculosis	others
Cc1ccnc(N2C(=O)c3ccccc3C2Nc2ccc3c(c2)OCCO3)c1 (stereo not drawn)	-7.4%	-0.3%	7.7%	0.1%	-3.7%
COc1ccc(Cc2nc3ccccc3n2CC(=O)N/N=C/c2ccc(O)cc2)cc1OC	3.2%	-4.5%	-12.9%	0.4%	15.8%
CCOc1cccc(C(=O)Nc2cccc(NC(=O)c3ccco3)c2)c1	5.1%	-0.5%	2.5%	6.1%	15.6%
Cc1cc(=O)oc2cc(OC(C)C(=O)N3CCCc4ccccc43)ccc12 (stereo not drawn)	-5.3%	5.5%	2.3%	0.2%	24.4%
Cc1c(Cc2ccccc2)c(=O)oc2c(C)c(OCC(=O)N[C@@H](Cc3ccccc3)C(=O)O)ccc12	-13.0%	-5.2%	0.1%	6.2%	21.1%
Cc1csc(NC(=O)c2ccc(=O)[nH]c2)n1	-1.5%	4.2%	-2.1%	1.3%	11.6%
Oc1ccc(Cl)c(Cl)c1Cl	0.9%	/	-0.1%	2.7%	7.4%
CSc1nc(C)cc(NC(N)=O)n1	2.6%	8.6%	-7.1%	1.2%	-15.2%
O=C(Nc1cc(Cl)ccc1Oc1ccccc1)c1cnccn1	4.1%	11.2%	-10.8%	i	-12.3%
Cc1nc2nc(C)c(CCC(=O)O)c(C)n2n1	-3.5%	0.4%	1.4%	i	-2.5%
O=C(NC(=S)NNC(=O)c1ccccc1O)c1ccc([N+](=O)[O-])cc1	3.7%	1.1%	1.4%	2.3%	66.9%
CC(=O)Nc1cccc(N/C=C(\C=O)c2nc3ccccc3o2)c1	0.5%	-3.3%	11.0%	5.8%	41.9%
CC1(C)CC(=O)C=C(NCCc2c[nH]c3ccccc23)C1	2.9%	-7.7%	/	?	14.6%
COC(=O)C1=CN(CCCN2CCCC2=O)C=C(C(=O)OC)C1c1ccccc1C(F)(F)F	-1.9%	-10.5%	-0.8%	3.4%	18.6%
COC(=O)C1=C(c2ccc(F)cc2OCc2ccccc2)C[C@@H]2CC[C@H]1N2C(=O)NC1CCN(Cc2ccccc2)CC1	?	/	16.5%	2.7%	58.6%	VEEV TC-83 Vero 10K pilot screen=3.3
COc1ccc(C(=O)Nc2ccc(N3CCOCC3)cc2)cc1OC	-2.5%	-0.5%	21.2%	2.6%	-19.3%
Cc1ccc(C)c(OCCC(=O)OCC(=O)NC2CCS(=O)(=O)C2)c1 (stereo not drawn)	-1.4%	-5.7%	-7.6%	0.8%	20.6%
CCc1noc(C)c1C(=O)N1CCN(S(=O)(=O)c2ccccc2C(F)(F)F)CC1	2.0%	/	-7.5%	0.7%	1.4%
CNC(=S)N(CCc1c(C)[nH]c2ccc(C)cc12)Cc1ccc(OC)c(OC)c1	1.7%	-9.6%	14.5%	8.6%	/
COc1cc(OC)cc(-c2nc(-c3ccc(Br)cc3)no2)c1	7.5%	-9.5%	-4.6%	1.1%	-18.5%
COc1ccc(NC(=O)C2=CC(c3cccs3)=NS(=O)(=O)N2C)cc1	-4.7%	8.9%	6.4%	5.2%	0.8%
Cc1ccc(S(=O)(=O)N2[C@@H](c3cccc(C)c3)C(C(=O)O)=C[C@H]2CC2CCCC2)cc1	-0.1%	/	8.8%	1.3%	49.5%
O=C(CSCCc1ccccn1)Nc1ccc(Br)cn1	-6.4%	-4.6%	-4.8%	0.7%	53.9%
O=C(O)c1ccccc1C(=O)NNc1ccc(F)cc1	?	11.0%	3.9%	i	i

Quoted at random: four compounds from above.
SMILES	M. tuberculosis HTS	PhoP GFP inhibition	influenza NS1A	VEEV TC-83 Vero	M. tuberculosis	others
CNC(=S)N(CCc1c(C)[nH]c2ccc(C)cc12)Cc1ccc(OC)c(OC)c1	1.7%	-9.6%	14.5%	8.6%	/
COc1ccc(C(=O)Nc2ccc(N3CCOCC3)cc2)cc1OC	-2.5%	-0.5%	21.2%	2.6%	-19.3%
COc1ccc(NC(=O)C2=CC(c3cccs3)=NS(=O)(=O)N2C)cc1	-4.7%	8.9%	6.4%	5.2%	0.8%
Cc1ccc(C)c(OCCC(=O)OCC(=O)NC2CCS(=O)(=O)C2)c1 (stereo not drawn)	-1.4%	-5.7%	-7.6%	0.8%	20.6%

(more compounds)
SMILES	M. tuberculosis HTS	PhoP GFP inhibition	influenza NS1A	VEEV TC-83 Vero	M. tuberculosis	others
CS(=O)(=O)N(CC(=O)N1CCOCC1)c1cc(Cl)ccc1Cl	-2.5%	-7.9%	-11.0%	i	8.1%
COc1cccc(NC(=O)COc2cc(O)c3c(c2)OC(C)(C)CC3=O)c1	-12.4%	-0.2%	-0.2%	9.4%	26.1%
Cc1ccc(NC(=O)c2oc3ccccc3c2NC(=O)c2ccc3c(c2)OCO3)cc1	-12.7%	-1.9%	1.5%	2.9%	1.0%
CCOc1ccc([C@@H]2CC=C(C(=O)O)CN2S(=O)(=O)c2ccc(C)cc2)cc1	7.2%	-2.7%	-0.3%	1.1%	10.6%
CCOC(=O)C1C(C(=O)OC)=C(c2ccc(OC)cc2)c2ccccc2N1S(=O)(=O)C(F)(F)F (stereo not drawn)	/	/	-5.0%	i	/
CC(C)C(=O)Nc1ccc(NC(=O)c2ccc(COc3ccccc3)cc2)cc1	1.2%	-3.7%	-1.1%	0.0%	-8.3%
CCc1ccccc1NC(=O)NCCN1CCCCC1	5.0%	7.2%	-5.9%	i	4.2%
COC(=O)C1=C(C(=O)OC)[C@@H]2N(C)c3ccc(OC)cc3[C@@]23C[C@@H](C(=O)OC)N(C(=O)c2ccco2)C3=N1	-2.4%	-5.4%	4.4%	0.7%	-2.6%
N#CC(C#N)=C1CCCc2sccc21	/	/	0.3%	i	/
CCCSCC(=O)Nc1ncc2c(n1)-c1ccccc1CC2	?	1.1%	-12.9%	4.6%	32.2%
CCCCCCCc1c(O)nc(SCC(=O)O)[nH]c1=O	12.3%	-5.9%	-2.2%	i	19.3%
O=C(Nc1cccc(Br)c1)c1c(O)c2c(n(Cc3ccccc3)c1=O)CCCC2	7.3%	6.8%	/	0.1%	-9.9%
COc1ccc(/C=N/N2CCOCC2)cc1COc1ccc(F)cc1	?	-7.3%	16.1%	0.2%	24.5%
CC(=O)c1ccc(NC(=O)c2cc(Cl)sc2Cl)cc1	13.3%	-4.4%	-4.8%	2.0%	66.6%
CCCSc1nc(C)c(-c2csc(C(C#N)=C3CCCC3)n2)cc1C#N	3.6%	-1.8%	1.7%	1.4%	0.0%
CC(=O)/C(N=Nc1ccc2c(c1)OCCO2)=C(\C)O	-7.6%	-13.1%	16.9%	4.4%	-2.2%
Cc1ccccc1COc1ccc(-c2nn[nH]n2)cc1	-2.6%	-3.6%	-5.0%	0.6%	26.0%
C/C(=N/N1CCN(Cc2cccc3ccccc23)CC1)c1ccco1	8.2%	-3.5%	7.2%	4.0%	9.6%
Cc1c(Cl)cccc1-n1nnnc1-c1cccs1	-1.6%	-3.4%	-5.2%	4.1%	14.7%	VEEV TC-83 Vero 10K pilot screen=2.9
Cc1cccc(OCC(=O)N=Nc2c(O)[nH]c3ccc([N+](=O)[O-])cc23)c1	-15.9%	-9.9%	/	/	-5.0%
CCc1sc(C(=O)NNC(=O)c2cncc(Br)c2)cc1C	3.7%	/	-5.2%	2.2%	-1.2%
O=C(NCCO[N+](=O)[O-])c1cccnc1	-1.5%	15.0%	3.0%	i	-2.8%
Cc1cc(C(=O)CSc2cccc[n+]2[O-])c(C)n1-c1ccccc1	0.4%	-5.8%	-9.3%	1.0%	38.0%
O=C(NCCc1cccc(Cl)c1)c1cccc([N+](=O)[O-])c1	5.2%	2.4%	-5.7%	i	21.7%
CCCCN(CC)Cc1ccc(CNC(=O)Nc2ccc(F)cc2)o1	-12.5%	-2.7%	2.0%	i	21.3%
CCOc1ccc(NC(=O)CCC(=O)c2ccc(OC)cc2)cc1	?	-10.4%	-14.1%	i	63.6%
CCCCCCOc1ccc(N2C(=O)CC(SCCN)C2=O)cc1 (stereo not drawn)	21.6%	2.5%	-22.8%	0.4%	?
Cc1noc(NS(=O)(=O)c2ccc(N/C=C\C(=O)c3ccc(Br)cc3)cc2)c1C	13.1%	16.7%	2.5%	4.0%	?
COCCCN(C(=O)CSc1nc2ccccc2c(=O)n1C)c1c(N)n(Cc2ccccc2)c(=O)[nH]c1=O	/	/	-9.2%	3.0%	/
COC(=O)c1ccc2c(=O)n(CC3CCCO3)c(SCC(=O)NCCc3ccc(S(N)(=O)=O)cc3)nc2c1 (stereo not drawn)	1.3%	-6.1%	-9.3%	1.7%	2.7%
Nc1nc2c(ncn2COCCO)c(=O)[nH]1	-10.0%	6.7%	-2.2%	0.1%	-7.7%
COc1ccc(CCNC(=O)C2CC(=O)N(C3CCCCCCC3)C2)cc1OC (stereo not drawn)	/	5.5%	2.8%	1.3%	/
CC(C)OP(=O)(OC(C)C)C(O)c1ccccc1F (stereo not drawn)	-3.0%	-3.7%	-7.6%	2.2%	2.8%
COc1cccc(C(=O)Nc2cccc3ccccc23)c1	-2.2%	-5.0%	-10.7%	1.9%	17.5%
O=C(COc1coc(CN2CCN(c3cccc(Cl)c3)CC2)cc1=O)NC1CCCC1	-3.3%	0.7%	-1.6%	1.6%	0.4%
C=CCNC(=O)C1CCN(c2ccc(S(=O)(=O)N3CCOCC3)cc2Cl)CC1	-4.2%	-6.2%	-4.9%	0.5%	-9.8%
CCOC(=O)C1CCN(c2cc3c(cc2NC(=O)c2ccccc2F)n(C)c(=O)n3C)CC1	4.7%	-6.4%	12.8%	1.8%	0.0%
Cc1cc(C)cc(N(CC(=O)NCc2ccco2)S(=O)(=O)c2ccccc2)c1	4.6%	0.6%	3.0%	3.4%	4.0%
CCOC1=C/C(=C/c2c(N)n3nc(CC(=O)N4CCCCC4)sc3nc2=O)C=CC1=O	-2.3%	4.3%	-9.1%	1.4%	-5.3%
CC(=O)Nc1cc(S(=O)(=O)Nc2ccccc2)c(C)cc1C	-2.5%	-1.9%	1.2%	i	-9.1%
CC(C)(C)c1ccc(-n2ncc3c2CCCC3NC(=O)CCN2CCCCC2=O)cc1 (stereo not drawn)	6.3%	-2.1%	-1.2%	1.9%	12.0%
CC(C)CCNC(=S)Nc1ccccn1	3.9%	-2.7%	-5.5%	1.0%	-0.8%
NC(=O)CSc1n[nH]c(=O)n1CCc1ccccc1	-5.9%	6.9%	-14.0%	i	-11.5%
O=C(COC(=O)COc1ccccc1)Nc1ccc(OC(F)(F)F)cc1	-3.9%	-7.4%	0.5%	i	22.0%

Screens (PubChem)
